Dengue virus CPE – Dengue virus cytopathic effect inhibitors, cell-based, CPE readout, HTS (AID 540333); Dengue virus CPE inhibition in host cells; stronger effect = higher value; CPE inhibition, % at 20 µM; 3.1% of 10,000 active; in the data active means CPE inhibition mostly above about 9.1%, no sharp cut-off; inactive means mostly below about 7.2%
* marks the source's active call; other numbers are inactive results; i = inactive. An excerpt, so the mix of outcomes need not match the whole.

SMILES | Dengue virus CPE
CC(=O)Nc1cc(C(=O)OCC(=O)c2ccc(C)cc2)ccc1C | i
C/C=C/c1ccc(OCCOc2ccc(C=O)cc2)c(OC)c1 | 3.0
O=C1c2ccccc2NC(c2cn[nH]c2-c2ccccc2)N1O (configuration not stated) | i
Nc1c(-c2cccc([N+](=O)[O-])c2)nc2ccccn12 | 0.4
O=C(NN=C1CCCCC1)NC1CCCCC1 | i
O=C(Cc1ccc(Br)cc1)NCCc1ccc(Cl)cc1Cl | i
O=C(NCc1ccc(F)cc1)c1ccccc1OCc1ccccc1 | 0.7
CNc1ccccc1C(C)(C)c1cc(-c2ccc(F)cc2)no1 | 1.0
O=C(NC(Cc1c[nH]c2ccccc12)C(=O)OCC(=O)c1cccc2ccccc12)c1cccs1 (configuration not stated) | i
COc1ccc(/C=C/C(=O)Nc2nc(C)c(C(=O)N(C)C)s2)cc1OC | i
Oc1c(C=C2N=c3ccccc3=N2)sc(=S)n1-c1ccccc1 | 1.3
CCOC(=O)c1ccccc1NC(=O)c1cn(-c2ccc(C)c(C)c2)c(=O)c2ccccc12 | 0.1
Cc1ccc(NC(=O)COC(=O)COc2ccc(Cl)cc2C)c([N+](=O)[O-])c1 | i
CC(C)(C)C1CCC(=NNC(=O)CN(c2ccccc2)S(C)(=O)=O)CC1 (configuration not stated) | i
O=C(NC1CCCCC1)c1ccc2c(c1)S(=O)(=O)c1ccccc1C2=O | 0.9
CC(C)c1ccc(NC(=O)COC(=O)/C=C/c2cccc([N+](=O)[O-])c2)cc1 | i
COC(=O)c1ccc(CNC(=O)COC(=O)CCC2CCCC2)cc1 | i
CCC/C(=N\NC(=O)c1cccc(C)c1)c1ccccc1 | 0.6
CCCCC(O)(CCCC)C(=O)NNc1ccccc1 | i
CCOC(=O)c1cc(-c2ccccc2)n(CC(=O)Nc2cc(OC)cc(OC)c2)c1C | 1.7
COc1cc(CCC(=O)OCC(=O)Nc2c(C)cc(C)cc2C)cc(OC)c1OC | 0.9
Cc1c(N=C2NC(=O)/C(=C/c3ccc(O)cc3)S2)c(=O)n(-c2ccccc2)n1C | 0.3
CN(C)S(=O)(=O)c1cccc(NC(=O)CCSc2ccc(Cl)cc2)c1 | i
CC(=O)C1=C(c2ccccc2)NC(=S)NC1c1cc(Cl)c(OC(C)C)c(Cl)c1 (configuration not stated) | i
CC(C)(C)NS(=O)(=O)NC(=O)C1=C(N2CCCC2)COC1=O | 1.5

Additional records
SMILES | Dengue virus CPE
CCCCn1c(-c2csc(C(C)C)c2)n[nH]c1=S | 1.6
Cc1ccc(NC(=O)/C(=C/C=C/c2ccccc2)NC(=O)c2ccccc2)cc1 | 1.2
Cc1cnc(NC(=O)CSc2nnc(C)n2N)s1 | i
CC(NC(=S)Nc1ccc(S(N)(=O)=O)cc1)c1ccc2c(c1)OCO2 (configuration not stated) | 0.5
Cc1ccccc1C(=O)Nc1c2c(nc3ccccc13)CCCC2 | i
O=C(N/N=C\c1c(O)ccc2ccccc12)c1ccc(Cn2cccn2)o1 | i
Cc1ccc(C2=[N+]([O-])C(C)(C)N(O)C2(C)C)cc1 | i
COCCOC(=O)c1c(NC(=O)CN2CCCc3ccccc32)sc(C(N)=O)c1C | i
CCOC(=O)C1C(c2ccc(O)c(O)c2)NC(=S)NC1(O)C(F)(F)F (configuration not stated) | i
COc1ccc(-c2nn(-c3ccccc3)cc2/C=N/NC(N)=S)cc1OC | 0.0
O=c1cc(NS(=O)(=O)c2ccccc2)nc(SCc2ccccc2Cl)[nH]1 | i
CCCCn1c(=O)c(CCC(=O)OC(C)C(=O)Nc2cccc(Cl)c2Cl)nc2ccccc21 (configuration not stated) | 1.5
Cc1ccc2[nH]c(=O)c(CNS(=O)(=O)c3ccccc3)c(-c3ccccc3)c2c1 | 1.4
CC(C)c1ccc(C(=O)NCc2ccc(Cl)cc2)cc1 | i
COc1cc(CN2CCN(c3ccccc3C)CC2)cc([N+](=O)[O-])c1O | i
COc1cc(C)ccc1OCCOCCOc1cc(C)c(C)cc1Br | 0.1
COc1ccc2c(c1)C(=O)N1[C@H]3c4cc(C)ccc4OC[C@@H]3[C@H](c3ccccc3)[C@]1(C)C(=O)N2 | 14*
C#CCOCCOCCOCCNc1nc(N2CCN(C(=O)Cn3cc(CCO)nn3)CC2)nc(N2CCN(C(=O)Cn3cc(CCCN=C(N)N)nn3)CC2)n1 | 1.7
CC(C)(C)N1CC23CCC(C[C@@H]2C1=O)O3 (some centres not stated) | 0.2
COc1cc(OC)cc(-c2c(C#Cc3ccsc3)c3cc(-c4ccc5c(c4)OCCO5)ccc3n2C)c1 | 0.3
CCOC(=O)[C@@H]1[C@H]2COc3ccccc3[C@@H]2N2C(=O)N(c3ccc(C)cc3)C(=O)[C@]12C | 0.5
COc1cccc(NC(=O)CCC(=O)Nc2cccc(OC)c2)c1 | 0.2
CCC(=O)NC(NC(=S)Nc1ccccc1Br)C(Cl)(Cl)Cl (configuration not stated) | 0.0
C/C(=N\Nc1ccc(C(F)(F)F)cn1)c1ccc(S(=O)(=O)NCc2ccco2)cc1 | i
Cc1ccc(S(=O)(=O)NCCNC(=O)c2nonc2N)cc1 | 0.5

Molecules shown so far with a tert-butyl group:
SMILES | Dengue virus CPE
CC(C)(C)C1CCC(=NNC(=O)CN(c2ccccc2)S(C)(=O)=O)CC1 (configuration not stated) | i
CC(C)(C)NS(=O)(=O)NC(=O)C1=C(N2CCCC2)COC1=O | 1.5
CC(C)(C)N1CC23CCC(C[C@@H]2C1=O)O3 (some centres not stated) | 0.2

Carrying on.
SMILES | Dengue virus CPE
CCc1ccc(/C=N/n2c(C)cc(C)c(C#N)c2=O)cc1 | i
O=C(O)CSC(=S)N1CCCCC1 | 0.8
COc1cccc(OC)c1OCCCOc1ccc([N+](=O)[O-])cc1Cl | 0.4
O=c1oc2ccccc2cc1-c1csc(Nc2nc3c(F)cccc3s2)n1 | i
O=C(CN1C2=NCCN2c2ccccc21)c1cccs1 | 0.2
C[C@@H]1NC(=O)c2cc([N+](=O)[O-])cc(I)c2OCC[C@@H](C(N)=O)NC(=O)[C@H](CCCCN)NC1=O | 0.4
O=C(CSc1nc2ccccc2n1CCc1ccccc1)N1CCOCC1 | 1.6
CCN(CC)c1ccc(/C=N/Nc2nc(C)cc(C)n2)c(O)c1 | 0.4
Cn1cc(/C=C/c2nc3ccccc3c(=O)n2-c2cccc([N+](=O)[O-])c2)c2ccccc21 | 2.0
COc1cc(/C=N/O)ccc1OCc1ccc([N+](=O)[O-])cc1 | i
Cc1c(C(=O)Nc2cccc(Cl)c2)cn2c(nc3ccccc32)c1C#N | 4.5
O=c1c2c(ncn2C2CCCC2)n(Cc2ccccc2)c(=O)n1CCOc1ccc(Br)cc1 | 0.6
Cn1cccc1C1C=C(c2ccc(C(C)(C)C)cc2)Nc2ncnn21 (configuration not stated) | 4.0
CCO[C@@H]1OC(C(=O)NC2CC2)=C[C@H](C2CCCCC2)[C@H]1CCCO | i
Fc1ccc(Nc2cccc3nccnc23)cc1 | i
COc1ccc(OCc2nc3ccc(S(=O)(=O)Nc4ccccc4Cl)cc3[nH]2)cc1 | 0.4
COc1cccc(C(C)NC(=O)c2c(F)cccc2Cl)c1 (configuration not stated) | 1.0
COc1ccc(NC(=O)Nc2cccc([N+](=O)[O-])c2)cc1Cl | 0.9
C/C(CC(=O)NCc1ccco1)=N\NC(=O)Cc1ccc(-c2ccccc2)cc1 | 0.0
COc1ccc(CN2C(=O)NC3(CCOc4ccccc43)C2=O)cc1F (configuration not stated) | i
O=C(CSc1nnc(SCc2ccc(Cl)cc2)s1)N/N=C/c1c(Cl)cccc1Cl | 9.5
O=C(NCCCn1ccnc1)C(=O)NCC1OCCCN1S(=O)(=O)c1ccccc1 (configuration not stated) | i
CCOC(=O)CN1C(=O)S/C(=C/c2ccc3c(c2)n(C)c(=O)n3C)C1=O | 0.0
CN(C)c1ccc(N=Nc2ccccc2C(=O)OCC(=O)N(C)C2CCCCC2)cc1 | 0.3
COc1ccccc1NC(=S)N1CCc2cc(OC)c(OC)cc2C1 | i

Carrying on:
SMILES | Dengue virus CPE
O=C(O)C(Cc1c[nH]c2ccccc12)NS(=O)(=O)c1cccc2nsnc12 (configuration not stated) | 0.0
O=c1c2oc3ccccc3c2[nH]c(=S)n1-c1ccccc1 | 0.1
CNC(=S)N(CCc1ccccc1)Cc1cc2cc(OC)c(OC)cc2[nH]c1=O | i
CCOc1ccc2ccccc2c1/C=N/NC(=O)CC1(C)OCCCO1 | 2.1
CCCCNc1c(-c2cccc(SC(C)CC)c2)nc2ccc(Cl)cn12 (configuration not stated) | 1.5
CCN1C(=O)[C@@H]2[C@@H](c3ccc(-c4ccc(F)cc4)c(OC)c3)N3CCC[C@@]3(C(=O)OC)[C@@H]2C1=O | i
CCN(CC)c1ccc(/C=N/OCC(=O)Nc2cccc(C)c2)cc1 | 3.7
COc1ccc2c(C)cc(SCC(=O)NCCN3C(=O)CSC3=O)nc2c1 | i
CCc1nc(SCc2ccc([N+](=O)[O-])cc2)n[nH]1 | 1.7
CCOc1ccc(C(=O)/C=C/Nc2ccc(S(=O)(=O)Nc3onc(C)c3C)cc2)cc1 | i
O=C(O)CCC(=O)NNC(=O)c1ccc(Br)cc1 | 1.2
N=C1SC(c2ccccc2)C(=O)N1c1ncc(Cc2ccccc2)s1 (configuration not stated) | 0.6
O=c1ccccn1CCOc1ccccc1Cl | 0.1
N=c1n(Cc2ccccc2)c2ccccc2n1Cc1ccccc1 | i
Cc1[nH][nH]c(=O)c1C(c1c(C)[nH][nH]c1=O)c1cn(Cc2ccccc2Cl)c2ccccc12 | 1.3
Cc1ccc(NC(=O)CSc2ccccc2NC(=O)c2ccccc2)cc1Cl | 3.0
C=CCNC(=O)CC(=O)N/N=C/c1cccc(C)c1 | 0.2
CC(=O)Nc1ccc(Nc2nc(C)c([N+](=O)[O-])c(Nc3ccccc3)n2)cc1 | 0.5
CNc1ccc(/C=C/C(=O)c2cccc3ccccc23)cc1[N+](=O)[O-] | 6.7
CCSc1nnc(NC(=O)CSc2nnc(CNC(=O)c3ccccc3F)o2)s1 | i
C/C(=N\NS(=O)(=O)c1ccccc1)c1ccc2c(c1)OCCO2 | 0.0
CCCCN(CCCC)S(=O)(=O)c1ccc(NC(=O)c2ccc([N+](=O)[O-])cc2Cl)cc1 | 2.6
COCCn1c(SCC(=O)c2c(-c3ccccc3)n(C)c3ccccc23)nnc1-c1ccncc1 | i
COCCNC(=S)N1CCOCC1 | 0.3
Cc1ccsc1C(=O)NNC(=O)C1C2C=CC(C2)C1C(=O)O (configuration not stated) | i

Shown as labelled records: part of the list above.
Cc1ccsc1C(=O)NNC(=O)C1C2C=CC(C2)C1C(=O)O (configuration not stated)
  Dengue virus CPE: i

CNc1ccc(/C=C/C(=O)c2cccc3ccccc23)cc1[N+](=O)[O-]
  Dengue virus CPE: 6.7

N=c1n(Cc2ccccc2)c2ccccc2n1Cc1ccccc1
  Dengue virus CPE: i

Some of these compounds in order of length of the SMILES, smallest number first.
SMILES | Dengue virus CPE
N=c1n(Cc2ccccc2)c2ccccc2n1Cc1ccccc1 | i
CCOc1ccc2ccccc2c1/C=N/NC(=O)CC1(C)OCCCO1 | 2.1
CCCCN(CCCC)S(=O)(=O)c1ccc(NC(=O)c2ccc([N+](=O)[O-])cc2Cl)cc1 | 2.6

(continued)
SMILES | Dengue virus CPE
O=C(CC1S/C(=N/N=C/c2c[nH]c3ccccc23)NC1=O)Nc1ccccc1 (configuration not stated) | 2.1
O=C(Nc1cc(S(=O)(=O)Nc2ccc(Cl)cc2)ccc1N1CCCCC1)c1ccc(F)cc1Cl | i
Cc1cc(C)c(C)c(S(=O)(=O)N2CCN(CC(=O)Nc3ccc([N+](=O)[O-])cc3)CC2)c1C | 6.0
CCOC(=O)C1=C(C)N=c2s/c(=C\c3cc(OC)c(OC)c(OC)c3)c(=O)n2C1/C=C/c1ccccc1 (configuration not stated) | i
C=CCN1c2ccccc2[C@]23C[C@@H](C(=O)OC)N(C(=O)NC4CCCC4)C2=NC(C(=O)OC)=C(C(=O)OC)[C@H]13 | 0.2
CC1CCCC(C)N1NC(=S)Nc1ccc(OC(F)F)cc1 (configuration not stated) | 0.0
COc1ccc(CCNC(=O)CSc2nnc(-c3ccc(F)cc3)c3ccccc23)cc1OC | 0.1
Cc1cccc(C)c1NC(=O)C1(N2CCN(C(=O)c3ccco3)CC2)CCCCC1 | 0.3
CCC(C)NCCCOc1ccc([N+](=O)[O-])cc1 (configuration not stated) | i
CN(C)S(=O)(=O)n1cnc(C(CCO)c2ncn(S(=O)(=O)N(C)C)c2CCCO)c1 (configuration not stated) | 2.2
COc1ccc(C(=O)C[n+]2ccc(C)cc2)cc1 | 2.6
O=C(NCCc1ccccc1)C1CCCN(S(=O)(=O)c2cccc3nsnc23)C1 (configuration not stated) | i
COc1ccc(O)c(/C=N/NC(=O)c2ccc(CSc3nc(C)cc(C)n3)cc2)c1 | i
O=C1C=C(c2cccc3c2sc2ccccc23)C[C@@H](c2ccc(F)cc2)C1 | 2.1
COc1ccc(C2CC(c3ccccc3)=NN2S(=O)(=O)c2ccccc2)c(OC)c1 (configuration not stated) | 1.7
O=C(O)CCCCCN1C(=O)/C(=C\c2ccncc2)SC1=S | 15*
Cc1nn(C)cc1CN(C)C(=O)CC12CC3CC(CC(C3)C1)C2 | i
Cc1cc(C)c[n+](-c2nc3ccccc3nc2[N-]S(=O)(=O)c2cccs2)c1 | i
Cc1ccc(NS(=O)(=O)c2ccc(Cl)c(C(=O)Nc3ccccc3-c3nc4ccccc4[nH]3)c2)cc1C | i
CC(C)c1nc(-c2ccc([N+](=O)[O-])cc2)cs1 | i
CCN(CC)C(=O)c1sc(NC(=O)c2cccnc2)c(C(=O)OC)c1C | i
CCOC(=O)N/N=C/C=C/c1ccccc1 | i
C/C(CC(=O)NC12CC3CC(CC(C3)C1)C2)=N\NC(=O)Cc1cccs1 | i
CCCN1C(=O)/C(=N\OCC(=O)NC23CC4CC(CC(C4)C2)C3)c2ccccc21 | 22*

High-throughput results as filed in PubChem.
